KCNQ2 inh: KCNQ2 channel blockers in CHO-K1 cells – cell-based, FluxOR thallium flux, B-score, primary screen (AID 2156) | B-score at 10 µM | O88943 | hit rate 1.1% among 310,000 | 20 min; hits give low values;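 active = fluorescence ratio B-score at most minus 3 library SDs, with starting brightness B-score within 2 library SDs, cut at about -5.5 in these data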
Target sequence (O88943 whole entry, looked up): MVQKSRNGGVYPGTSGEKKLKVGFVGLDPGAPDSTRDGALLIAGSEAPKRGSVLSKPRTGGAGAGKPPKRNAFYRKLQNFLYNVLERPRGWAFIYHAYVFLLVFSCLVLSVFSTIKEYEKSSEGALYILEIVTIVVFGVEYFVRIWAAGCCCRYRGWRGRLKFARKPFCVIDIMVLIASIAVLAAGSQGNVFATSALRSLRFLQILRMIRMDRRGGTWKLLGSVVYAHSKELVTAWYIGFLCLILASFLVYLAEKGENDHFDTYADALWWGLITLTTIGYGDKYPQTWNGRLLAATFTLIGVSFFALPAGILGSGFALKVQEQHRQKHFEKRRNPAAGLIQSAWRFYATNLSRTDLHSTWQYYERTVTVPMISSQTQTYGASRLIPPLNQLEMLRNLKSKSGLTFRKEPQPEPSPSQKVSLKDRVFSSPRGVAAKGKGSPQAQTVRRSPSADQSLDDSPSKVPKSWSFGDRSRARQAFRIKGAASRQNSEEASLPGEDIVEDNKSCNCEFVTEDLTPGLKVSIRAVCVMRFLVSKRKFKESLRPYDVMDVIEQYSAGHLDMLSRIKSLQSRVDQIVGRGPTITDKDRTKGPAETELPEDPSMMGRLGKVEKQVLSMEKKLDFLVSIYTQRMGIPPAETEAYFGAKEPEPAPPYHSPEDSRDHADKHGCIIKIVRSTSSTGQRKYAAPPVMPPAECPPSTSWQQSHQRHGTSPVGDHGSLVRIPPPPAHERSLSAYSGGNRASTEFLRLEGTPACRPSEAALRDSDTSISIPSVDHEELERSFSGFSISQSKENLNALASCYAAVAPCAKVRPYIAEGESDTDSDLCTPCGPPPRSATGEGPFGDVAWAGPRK
Kir21 inh: inhibitors of mouse Kir2.1 inward-rectifier potassium channel; P35561; HEK293-Kir2.1, FluxOR thallium flux fluorescence; hits give low values; B-score at 10 µM; hit rate 0.85% among 310,000; AID 1672;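 active = fluorescence ratio B-score at or below minus 3 SD of library scores, with starting-brightness B-score within 2 SD, cut at about -4.2 in these data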;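 also: channel flux triggered by added potassium and thallium sulfate stimulus; B-score of peak minus minimum fluorescence over baseline after thallium stimulus; more negative B-score means stronger Kir2.1 block with less thallium influx; some compounds called inactive have numbers as strong as hits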
The depositor's hits bear a star; i = inactive.

no.	SMILES	Kir21 inh	KCNQ2 inh
1	CN(C)c1ccc(C2NC(=O)c3ccccc3N2)cc1 (stereo unspecified)	0.71	i
2	COc1cc(OC)cc(-c2cc3nc(C)c(CCC(=O)NCc4ccccc4)c(C)n3n2)c1	-2.81	i
3	CC(=O)N1CCCc2cc(S(=O)(=O)Nc3ccccc3C)ccc21	-0.04	i
4	COc1ccc(C(=O)N/C(=C/c2cccs2)C(=O)NN)cc1OC	0.37	i
5	CCc1nnc(SCCSc2nnc(CC)n2N)n1N	-0.65	i
6	O=[N+]([O-])c1cccc(S(=O)(=O)N2CCCCCC2)c1	-1.12	i
7	COCCNC(=O)C(=O)N/N=C(\C)CC(=O)Nc1cccc(C(F)(F)F)c1	0.42	i
8	COC(=O)c1[nH]c2ccc(Cl)cc2c1NC(=O)C1CC1	-0.49	i
9	Cc1ccc(-c2csc(N(CCCN(C)C)C(=O)c3ccco3)n2)cc1	-1.66	i
10	COc1ccc(CCNC(=O)CCC(=O)N2CC(C)Oc3ccccc32)cc1OC (stereo unspecified)	0.25	i
11	O=C(O)c1ccc(CSc2ncnc3c2cnn3Cc2ccccc2)cc1	-0.73	i
12	O=C(OCC(=O)c1ccc(Cl)cc1Cl)c1cnccn1	0.34	i
13	C=CCn1c(SCc2nc3ccccc3[nH]2)nnc1-c1cccc(OC)c1	-0.59	i
14	Cc1ccc(C(=O)NCCc2nnc3ccc(SCC(=O)Nc4ccccc4C)nn23)cc1	-0.76	i
15	Cc1ccc(S(=O)(=O)CCC(=O)c2cccc([N+](=O)[O-])c2)cc1	-9.46*	-12.9*
16	COc1ccc(N2C(=O)CSC2c2ccc([N+](=O)[O-])cc2)cc1 (stereo unspecified)	-3.3	i
17	CCc1nnc(NS(=O)(=O)c2ccc(NC(=O)c3cccc(OC)c3)cc2)s1	-0.12	i
18	COc1ccccc1N(C(=O)Cn1nnc2ccccc21)C(C(=O)NCc1ccco1)c1ccc(C)o1 (stereo unspecified)	0.73	i
19	CCc1nnc(NC(=O)CN2C(=O)CCC2=O)s1	0.72	i
20	COc1cc(C(=O)N/N=C/c2coc3ccc(Cl)cc3c2=O)ccc1O	-0.09	i
21	O=C(OCCCN1CCCCC1)c1ccc(O)cc1	0.02	i
22	O=C(CN(C(=O)c1csnn1)c1ccccc1Cl)NC1CCCCC1	-0.32	i
23	Cc1c(C(=O)N/N=C/c2ccccc2)[nH]c2ccc(Cl)cc12	1.17	i
24	CSc1ccc(/C=C/c2ccc3cccc(O)c3n2)cc1	1.02	i
25	COc1ccc(C)cc1S(=O)(=O)N1CCN(S(=O)(=O)c2cc(C)ccc2OC)C(C)C1 (stereo unspecified)	2.33	i
26	Nc1ncn(C23CC4CC(CC(C4)C2)C3)n1	1.43	i
27	O=C(Nc1ccc2nc(-c3cccs3)c(-c3cccs3)nc2c1)N1CCOCC1	-0.36	i
28	CN(C)c1ccc(N/C=C/C(=O)C(F)(F)F)cc1	-1.36	i
29	O=C(CSc1cccc[n+]1[O-])N1CCCc2ccccc21	1.51	i
30	CC1CCc2c(sc(NC(=O)COC(=O)c3ccccc3NCc3ccco3)c2C#N)C1 (stereo unspecified)	0.51	i
31	COc1cc(/C=C/C(=O)NCc2cccnc2)cc(OC)c1OC	1.75	i
32	O=C(CN1CCOCC1)Nc1ccc(N2CCN(c3ccccc3)CC2)c(F)c1	-0.24	i
33	O=S(=O)(c1ccc2[nH]c3c(c2c1)CCCC3)N1CCCCC1	-0.25	i
34	CCn1c(=O)c2sccc2n(Cc2ccccc2)c1=O	-1.65	i
35	CCc1nnc(NC(=O)Nc2ccccc2OC)s1	-3.08	i
36	CNC(=O)N(O)C1N(NC(=O)Nc2cccc3ccccc23)C(=S)SC1(C)C (stereo unspecified)	1.42	i
37	CN1C(=O)N(c2ccc(Cl)cc2)C(C)(O)CC1(C)C (stereo unspecified)	-1.37	i
38	Clc1ccc(CNCc2cccs2)c(Cl)c1	1.28	i
39	O=C(Nc1ccccc1OC(F)F)c1ccc(S(=O)(=O)N2CCOCC2)cc1	-0.47	i
40	Cc1cc(OCc2nn[nH]n2)c2c(C)c(Cc3ccccc3)c(=O)oc2c1	0.72	i

Sorted by SMILES length (highest first): part of the list above.
no.	SMILES	Kir21 inh	KCNQ2 inh
36	CNC(=O)N(O)C1N(NC(=O)Nc2cccc3ccccc23)C(=S)SC1(C)C (stereo unspecified)	1.42	i
40	Cc1cc(OCc2nn[nH]n2)c2c(C)c(Cc3ccccc3)c(=O)oc2c1	0.72	i
33	O=S(=O)(c1ccc2[nH]c3c(c2c1)CCCC3)N1CCCCC1	-0.25	i

New compounds follow.
no.	SMILES	Kir21 inh	KCNQ2 inh
41	CC(C)CCOP(=O)(c1ccccc1)c1ccccc1	-1.32	i
42	CCOC(=O)c1c(NC(=O)CCNCc2ccco2)sc2c1CCC2	-17.2*	i
43	COCC1CCCN(Cc2cn(-c3ccccc3F)nc2-c2cc(C)sc2C)C1 (stereo unspecified)	0.1	i
44	COc1ccc(CCNC(=O)CCn2c(SCC(=O)N3CCCC3)nc3ccccc3c2=O)cc1OC	-3.36	i
45	COc1ccc(OC)c(-c2nn(-c3ccccc3)cc2C(=O)NCC2CCCO2)c1 (stereo unspecified)	-0.22	i
46	O=C(CSc1ncnc2c(-c3ccc(Cl)cc3)nsc12)c1ccccc1	1.59	i
47	N#CC(C#N)=C1C(=O)N(CCN2CCCCC2)c2ccccc21	-0.07	i
48	COc1cccc(CNC(=O)C(Cc2ccccc2)n2cccc2)c1 (stereo unspecified)	0.66	i
49	COC(=O)C1=C(C)N(Cc2cccnc2)C(=O)C1	1.51	i
50	COc1cccc(NC(=O)CN(C)C(=O)c2oc3c(ccc4ccccc43)c2C)c1	-1.85	i
51	CCC(C)N=C1Sc2nc3ccc(C)cc3cc2CN1CCOC (stereo unspecified)	0.01	i
52	COc1ccc(N=C2C(=O)Nc3ccc(C)c(Br)c32)cc1	-0.15	i
53	CCS(=O)(=O)N1CCC(c2nc(-c3ccc(C)cc3)no2)CC1	0.39	i
54	O=C(Nc1cccc2ccccc12)NC(Cc1ccccc1)C(=O)O (stereo unspecified)	-0.84	i
55	CCOC(=O)c1ccc(NC(=O)CCNS(=O)(=O)c2ccc3c(c2)oc(=O)n3C)cc1	-2.1	i
56	Cc1ccc(NC(=O)CN(C)C(=O)c2ccccc2Sc2ccccc2C#N)cc1	1.28	i
57	CN1CCN(c2ccc(CNS(=O)(=O)c3ccc(F)cc3Cl)cc2)CC1	-2.5	i
58	CCN(CC)CCNc1nc2cc(OC)c(OC)cc2c2nc(-c3ccccc3)nn12	0.96	i
59	COc1cc(OC)cc(C(=O)NNC(=S)NC2CC2)c1	-0.58	i
60	Cc1ccc(C(C)C)c(OCCN)c1	-0.6	i
61	Cc1ccc(OS(=O)(=O)c2c(C)nn(C)c2Cl)c(C)c1	-3.19	i
62	Cc1ccc(NS(=O)(=O)c2cccc3cccnc23)cc1Cl	-0.55	i
63	Oc1ccc(/C=N/N2CCN(Cc3ccccc3)CC2)cc1	-1.8	i
64	CC(=O)c1ccc(N2CCN(C(=O)c3cc(-c4ccncc4)nc4ccc(Br)cc34)CC2)cc1	-0.01	i
65	COc1ccc(-c2nc(CSCC(=O)N3CCc4ccccc43)c(C)o2)cc1OC	-0.02	i
66	NC1=NC[C@H](Cc2ccc(O)cc2)N1CC1CCCCC1	-0.49	i
67	Brc1ccc2c(c1)C(c1ccc(N3CCOCC3)cc1)=NNC(c1cccs1)=N2	1.3	i
68	O=C(CSc1nc(Nc2ccccc2)nc(N2CCOCC2)n1)Nc1ccc([N+](=O)[O-])cc1	-0.18	i
69	NC(=O)CSc1nnc(-c2cnccn2)n1Cc1ccco1	-0.38	i
70	COc1ccc(Cl)cc1N(C(C)C(=O)O)S(C)(=O)=O (stereo unspecified)	-0.98	i
71	COC(=O)c1cn(NC(=O)CC2CCCCC2)c(=O)c2ccccc12	-1.47	i
72	COc1ccc(N2CCN(C(=O)CCC(=O)N3CC(C)Oc4ccc(C)cc43)CC2)cc1 (stereo unspecified)	0.77	i
73	COC(=O)c1ccc(C(=O)OC)c(NC(=O)CN(c2ccccc2)S(=O)(=O)N(C)C)c1	0.2	i
74	O=C(NCCSc1ccccc1)c1cccnc1	0.47	i
75	O=C(c1cccc(Cl)c1)c1nn(-c2ccccc2)c(=O)cc1C(F)(F)F	0.53	i
76	CCOc1cc2[nH]c(=O)n(CCc3ccc(OC)c(OC)c3)c(=O)c2cc1OCC	0.89	i
77	ClCC1CN(Cc2ccccc2Cl)CCO1 (stereo unspecified)	1.89	i
78	CN(c1ccccc1C(=O)NCC1CCCO1)S(C)(=O)=O (stereo unspecified)	1.51	i
79	CCOC(=O)c1c(CSC(=N)N)n(C)c2cc(Br)c(OC(C)=O)cc12	-6.71	i
80	COc1cccc2sc(=NC(=O)CCS(=O)(=O)c3ccc(C)cc3)n(C)c12	0.57	i
81	CCOc1ccc(CN2CCNC(=O)C2CC(=O)NCCCn2ccnc2)cc1 (stereo unspecified)	-0.98	i
82	COc1ccc(/C(C)=N\Nc2nc(-c3ccc(Cl)cc3)cc(C(F)(F)F)n2)cc1OC	1.58	i
83	CCOc1ccc(S(=O)(=O)NCc2ccccc2OC)cc1	-1.56	i
84	CCOc1ccc(C(F)(F)F)cc1NC(=O)c1ccc(OC)c([N+](=O)[O-])c1	1.66	i
85	COC/C=C/C1=CC2=CC(=O)C(C)(OC(=O)c3cnc4ccccc4n3)C(=O)C2=CN1c1cccc(C#N)c1 (stereo unspecified)	1.23	i
86	CCOC(=O)C1CCCN(c2c(NCCCN(CC)c3ccccc3)c(=O)c2=O)C1 (stereo unspecified)	-1.28	i
87	Cc1cc(C)c(C#N)c(SCc2nc3ccccc3c(=O)[nH]2)n1	-0.74	i
88	CCOc1ccccc1NC(=O)N1CCCC(c2nc3c(nnn3Cc3ccc(C)cc3)c(=O)[nH]2)C1 (stereo unspecified)	-0.66	i
89	CC(C)CCN1CCN(C2CSCCSC2)CC1CCO (stereo unspecified)	1.76	i
90	COc1nc(C)nc2c1sc(=S)n2C	0	i

Carrying on:
no.	SMILES	Kir21 inh	KCNQ2 inh
91	CCN(CC)S(=O)(=O)c1cccc(C(=O)NCCCN2CCOCC2)c1	0.08	i
92	CC1CCCC(C)N1CC(O)COc1c(F)cc(Br)cc1F (stereo unspecified)	1.44	i
93	Cc1ccc(N2CC(C(=O)NCCc3ccc(S(N)(=O)=O)cc3)CC2=O)cc1 (stereo unspecified)	0.66	i
94	Cc1cc2n(n1)C(c1cn(-c3ccccc3)nc1C)Nc1ccccc1-2 (stereo unspecified)	0	i
95	COc1ccc(OC)c(NC(=O)c2cc(-c3cc(C)cc(C)c3O)n[nH]2)c1	-0.25	i
96	CCOC(=O)c1c(-c2cccs2)csc1NC(=O)c1ccncc1	1.8	i
97	CCc1[nH]nc(C(=O)NC2CCCN(Cc3ccccc3F)C2)c1C (stereo unspecified)	0.56	i
98	Cc1c(C)n(C(=O)CN2CCN(c3ccccn3)CC2)c2ccccc12	0.14	i
99	OCCC#Cc1ccc(CN2CCN(C3CCCCC3)C(CCO)C2)cc1 (stereo unspecified)	0.63	i
100	COCCCNC(=O)CSc1ccsc1[N+](=O)[O-]	-0.99	i
101	Cc1cccc(C)c1OCCCCN1CCCCC1	-0.17	i
102	Cc1ccc(-c2ccc(/C=N/O)o2)cc1[N+](=O)[O-]	0.02	i
103	CC(C)c1onc(C(=O)Nc2sc3c(c2C#N)CCC3)c1[N+](=O)[O-]	1.67	i
104	Cc1cc(NN)nc2ccc(Cl)cc12	0.98	i
105	O=C(NCCCn1ccnc1)/C(=C/c1ccc(F)cc1)NC(=O)c1ccccc1	0	i
106	Cc1ccc(-n2c(SCC(=O)N3CCOCC3)nnc2-c2ccncc2)cc1C	1.68	i
107	C=C(C)CCC(C)N1CCC(n2nccc2NC(=O)CCOc2ccccc2)CC1 (stereo unspecified)	-1.69	i
108	CN1CCN(c2nc3ccccn3c(=O)c2/C=C(\C#N)S(=O)(=O)c2ccccc2)CC1	0.27	i
109	Cc1ccc(C(=O)NCc2ccc(F)cc2)cc1NC1=NC2CS(=O)(=O)CC2S1 (stereo unspecified)	-0.46	i
110	CCCc1cc(=O)[nH]c(SCc2cccc(C)c2)n1	0.72	i

Arranged by the number under Kir21 inh (falling): some entries from above
no.	SMILES	Kir21 inh	KCNQ2 inh
106	Cc1ccc(-n2c(SCC(=O)N3CCOCC3)nnc2-c2ccncc2)cc1C	1.68	i
103	CC(C)c1onc(C(=O)Nc2sc3c(c2C#N)CCC3)c1[N+](=O)[O-]	1.67	i
110	CCCc1cc(=O)[nH]c(SCc2cccc(C)c2)n1	0.72	i
105	O=C(NCCCn1ccnc1)/C(=C/c1ccc(F)cc1)NC(=O)c1ccccc1	0	i

Next records follow.
no.	SMILES	Kir21 inh	KCNQ2 inh
111	Nc1ccccc1Oc1ccc2ccccc2c1	-0.02	i
112	Cn1c(CSCc2ccccc2Cl)nnc1SCC(=O)Nc1nccs1	0.05	i
113	CCCCOc1ccccc1NC(=O)c1ccc(=O)[nH]c1	-2.45	i
114	C/C(=N\NC(=O)c1nnn(-c2nonc2N)c1COc1ccc(F)cc1)c1ccc(Cl)cc1	0.41	i
115	COc1ccc(CN2C3CCCC2CC(NC(=O)Nc2cccc(C)c2)C3)cc1 (stereo unspecified)	-0.15	i
116	CC(NC(=O)COc1ccccc1-c1ccccc1)c1ccccc1 (stereo unspecified)	-0.99	-6.93*
117	COc1cc(C(=O)OCC(=O)NCc2ccccc2)cc(NC(=O)c2ccco2)c1OC	-0.68	i
118	Cc1[nH]n(-c2ccccc2)c(=O)c1/C=N/Nc1nncc(-c2ccccc2)n1	-1.43	i
119	COc1ccc(OC(C)C(=O)N(C)Cc2nc(-c3cccc(C)c3)no2)cc1 (stereo unspecified)	-1.32	i

High-throughput results from PubChem.
